NS3 helicase inh – blocks Hepatitis C virus NS3 helicase unwinding | NS3 helicase DNA unwinding, Cy5 molecular beacon fluorescence | inhibition, % at 10.9 µM | 0.56% of 290,000 active;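 active = inhibition above the mean of all tested compounds plus 3 SD, set per campaign, cut at about 35% in these data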;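 note: 0% = DMSO wells and 100% = thioflavine S control wells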
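Test system: hepatitis C virus NS3 helicase domain fragment enzyme. Also added: annealed dual-labelled DNA beacon duplex, ATP-started. Timing: 60 min unwinding reaction at 25 °C after ATP addition. Technique: Cy5 fluorescence. Measure: % inhibition of unwinding.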
SUMO HTRF inh – blocks human SUMOylation mediated by UBC9 | HTRF SUMOylation assay, SAE1/SAE2 + UBC9, in vitro | inhibition, % at 35 µM | AID 2006 | 0.36% of 290,000 active; in the data active = inhibition above about 50%, passing the limit was not always enough; note: strong numbers were not always called active
pCIP destab – lowers stability of the mouse p/CIP coactivator protein. 0.01% of 290,000 active. decrease of EGFP signal, % at 10 µM. AID 1984. Q05BA5. F442A p/CIP-EGFP cells, EGFP fluorescence, 16 h;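 active = EGFP signal decrease of at least 30% at 10 µM or well 3 SD below plate mean, unless failing retest; inactive = the rest, including hits failing retest or dose response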; note: some compounds called inactive have numbers as strong as hits; many of its hits are not listed in these tables
Target sequence (Q05BA5 1-1403): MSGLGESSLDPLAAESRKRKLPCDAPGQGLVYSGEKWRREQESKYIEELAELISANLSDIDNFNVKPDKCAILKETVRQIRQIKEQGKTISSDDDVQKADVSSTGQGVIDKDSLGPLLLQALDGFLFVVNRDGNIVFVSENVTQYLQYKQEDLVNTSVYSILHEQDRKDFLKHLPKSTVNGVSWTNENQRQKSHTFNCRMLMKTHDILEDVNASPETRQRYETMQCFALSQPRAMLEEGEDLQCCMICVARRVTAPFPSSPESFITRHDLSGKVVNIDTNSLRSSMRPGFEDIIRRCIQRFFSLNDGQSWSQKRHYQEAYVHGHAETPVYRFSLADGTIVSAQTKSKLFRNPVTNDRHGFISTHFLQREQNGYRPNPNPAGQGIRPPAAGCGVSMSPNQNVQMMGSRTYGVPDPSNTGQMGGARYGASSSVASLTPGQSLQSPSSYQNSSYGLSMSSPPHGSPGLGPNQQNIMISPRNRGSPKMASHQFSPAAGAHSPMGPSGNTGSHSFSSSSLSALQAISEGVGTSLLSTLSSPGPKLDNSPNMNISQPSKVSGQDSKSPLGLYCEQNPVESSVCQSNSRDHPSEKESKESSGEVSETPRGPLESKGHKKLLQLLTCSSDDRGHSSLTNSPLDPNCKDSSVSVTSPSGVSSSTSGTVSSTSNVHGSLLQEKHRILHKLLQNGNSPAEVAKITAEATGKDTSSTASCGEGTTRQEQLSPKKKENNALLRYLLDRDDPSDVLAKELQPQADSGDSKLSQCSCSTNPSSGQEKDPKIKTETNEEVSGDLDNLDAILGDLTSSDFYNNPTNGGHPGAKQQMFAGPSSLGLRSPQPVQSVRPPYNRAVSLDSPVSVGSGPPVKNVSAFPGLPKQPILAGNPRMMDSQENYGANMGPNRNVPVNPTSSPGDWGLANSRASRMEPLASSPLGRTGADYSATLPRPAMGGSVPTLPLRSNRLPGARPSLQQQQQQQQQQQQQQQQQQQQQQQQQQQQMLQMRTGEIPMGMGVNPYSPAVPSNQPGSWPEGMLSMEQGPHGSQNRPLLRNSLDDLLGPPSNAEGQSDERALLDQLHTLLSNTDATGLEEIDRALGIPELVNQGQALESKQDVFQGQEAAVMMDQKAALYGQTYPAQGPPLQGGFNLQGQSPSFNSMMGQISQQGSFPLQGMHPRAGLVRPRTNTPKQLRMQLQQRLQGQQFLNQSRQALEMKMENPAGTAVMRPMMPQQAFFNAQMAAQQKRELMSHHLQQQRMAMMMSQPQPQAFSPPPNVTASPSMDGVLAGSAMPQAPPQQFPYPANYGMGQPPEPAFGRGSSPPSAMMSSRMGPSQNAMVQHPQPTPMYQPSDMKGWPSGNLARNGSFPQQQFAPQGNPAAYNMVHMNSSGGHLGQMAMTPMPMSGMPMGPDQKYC
PHOSPHO1 inh – blocks human PHOSPHO1 phosphatase activity; 1.1% of 290,000 active; recombinant PHOSPHO1, absorbance phosphatase assay; AID 1565; inhibition, % at 13.3 µM; Q8TCT1; in the data active = inhibition above about 60%
MEKK3 PB1 HTS – raises or lowers MEK5 binding to the human MEKK3 PB1 domain. 1.4% of 290,000 active. binding response (% of control), % at 10 µM. AID 1529. Q99759. bead-based flow cytometry, Alexa488-MEK5 binding to MEKK3; actives lie on both sides; 0 = blocked by unlabeled MEK5, 100 = vehicle;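 active = binding response more than 3 SD above or below the average of its plate-row segment, actives on both sides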;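 note: Alexa488 bead fluorescence after subtracting the streptavidin-only scavenger bead signal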
VIM-2 inh – blocks Pseudomonas aeruginosa VIM-2 metallo-beta-lactamase. purified VIM-2, nitrocefin hydrolysis, epi-absorbance fluorescence. inhibition, % at 5.6 µM. 0.89% of 290,000 active. AID 1527;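 active = inhibition above the mean of all tested compounds plus 3 SD, cutoff set per screening run, cut at about 7.5% in these data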;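 note: red hydrolysis product quenches plate fluorescence so inhibitors raise well fluorescence; 0% = enzyme with DMSO and 100% = DMSO without enzyme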
IMP-1 inh – blocks Pseudomonas aeruginosa IMP-1 metallo-beta-lactamase; purified IMP-1, nitrocefin hydrolysis, epi-absorbance fluorescence; inhibition, % at 5.6 µM; 0.45% of 290,000 active;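 active = inhibition above the mean plus 3 SD of all compounds in the same screening run, cut at about 4.5% in these data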;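 note: 0% = IMP-1 with DMSO and 100% = DMSO wells lacking enzyme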
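Test system: recombinant IMP-1 enzyme, purified / Medium: HEPES buffer pH 7.1 with ZnSO4 and Brij 35 / Doses: single dose, 5.6 µM / Times: 25 °C, 15 min preincubation, 25 min reaction / Detection: Epi-absorbance via hydrolysed-nitrocefin quenching of white-plate fluorescence, 480/530 nm, EDTA stop / Evaluation: percent inhibition from optical density relative to buffer-blank wells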
IDE cell activ – IDE (human) activation, cell-based. activation, % at 5.96 µM. 0.073% of 340,000 active. P14735. HEK cells, FAbeta-B cleavage, fluorescence polarization; 0% vehicle, 100% cell-free pure enzyme wells. AID 493087;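 active = activation above the mean of all tested compounds plus 3 SD, set per screening campaign, cut at about 17% in these data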
FID counter – fluorescent intercalator displacement, NS3 helicase counter-screen. DNA fluorescent intercalator displacement, fluorescence. inhibition, % at 7.9 µM. AID 1845. 0.17% of 290,000 active; in the data active = inhibition above about 37%;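 note: 0% = vehicle and 100% = reference compound; higher means more ethidium bromide displaced from hairpin DNA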
The depositor's hits bear a star.

`Cc1cccc(-c2nc(CS(=O)CC(=O)NC3CCCC3)c(C)o2)c1` (stereo not given) gave NS3 helicase inh 0, SUMO HTRF inh 15, pCIP destab -2, PHOSPHO1 inh 7, MEKK3 PB1 HTS 100, VIM-2 inh 1.8, IMP-1 inh -4.5, IDE cell activ 3 and FID counter -7.
Cc1cc(NC(=O)c2cccs2)cc(-c2nc3ncccc3o2)c1O was read as NS3 helicase inh 7, SUMO HTRF inh 48, pCIP destab -9, PHOSPHO1 inh -1, MEKK3 PB1 HTS 102, VIM-2 inh 0.2, IMP-1 inh -2.4, IDE cell activ 0 and FID counter -14.
Screening c1csc(-c2nc(-c3ccc(-c4ccon4)s3)no2)c1 returned NS3 helicase inh 13, SUMO HTRF inh 21, pCIP destab -9, PHOSPHO1 inh -6, MEKK3 PB1 HTS 96, VIM-2 inh -2.2, IMP-1 inh -0.7, IDE cell activ 0 and FID counter 0.
`O=C(CN(Cc1ccccc1F)C(=O)Cn1nnc(-c2cccs2)n1)NCC1CCCO1` (stereo not given) gave NS3 helicase inh -2, SUMO HTRF inh -10, pCIP destab -4, PHOSPHO1 inh -22, MEKK3 PB1 HTS 93, VIM-2 inh 2.0, IMP-1 inh -2.9, IDE cell activ 4 and FID counter -21.
Screening COc1cccc(C(=O)Nc2cccc(SC)c2)c1 returned NS3 helicase inh -1, SUMO HTRF inh 4, pCIP destab -12, PHOSPHO1 inh -31, MEKK3 PB1 HTS 102, VIM-2 inh 0.8, IMP-1 inh -2.9, IDE cell activ -1 and FID counter -5.
Screening Cc1ccc(S(=O)(=O)NNC(=O)C2Cc3c(ccc4ccccc34)O2)cc1 (stereo not given) returned NS3 helicase inh -12, SUMO HTRF inh -12, pCIP destab -20, PHOSPHO1 inh 20, MEKK3 PB1 HTS 90, VIM-2 inh 1.8, IMP-1 inh -1.4, IDE cell activ 6 and FID counter -23.
`CC(C)C(c1nnnn1C1CCCCC1)N1CCN(c2ncccn2)CC1` (stereo not given) gave NS3 helicase inh -4, SUMO HTRF inh -10, pCIP destab 0, PHOSPHO1 inh 1, MEKK3 PB1 HTS 95, VIM-2 inh 1.4, IMP-1 inh -1.0, IDE cell activ 7 and FID counter -6.
CCCCc1c(C)[nH]c(C(=O)OCC)c1C was read as NS3 helicase inh 1, SUMO HTRF inh 25, pCIP destab -10, PHOSPHO1 inh 12, MEKK3 PB1 HTS 100, VIM-2 inh -1.6, IMP-1 inh -3.2, IDE cell activ 2 and FID counter -4.
`Cc1ccc(-c2nnn(CC(=O)Nc3ccccc3-c3ccccc3)n2)c(-n2cnnn2)c1` gave NS3 helicase inh 4, SUMO HTRF inh -23, pCIP destab -1, PHOSPHO1 inh -2, MEKK3 PB1 HTS 101, VIM-2 inh -4.2, IMP-1 inh -3.2, IDE cell activ 4 and FID counter -9.
Screening O=C(Nc1ccccn1)c1ccc2ccccc2n1 returned NS3 helicase inh -2, SUMO HTRF inh 4, pCIP destab 0, PHOSPHO1 inh 27, MEKK3 PB1 HTS 104, VIM-2 inh -1.0, IMP-1 inh -2.6, IDE cell activ -2 and FID counter 1.
`C=CCNC(=O)c1cc2c(=O)n3cccc(C)c3nc2s1` gave NS3 helicase inh 4, SUMO HTRF inh 9, pCIP destab -14, PHOSPHO1 inh 28, MEKK3 PB1 HTS 106, VIM-2 inh 19*, IMP-1 inh -3.1, IDE cell activ -4 and FID counter -6.
Screening O=C(COc1ccc([N+](=O)[O-])cc1)NN=C1CCCC1 returned NS3 helicase inh 3, SUMO HTRF inh 3, pCIP destab -8, PHOSPHO1 inh 52, MEKK3 PB1 HTS 98, VIM-2 inh -3.5, IMP-1 inh -1.6, IDE cell activ -1 and FID counter -2.
`N#Cc1cc(C(=O)c2ccccc2OCC(=O)Nc2ccccc2)cn(C2CCCCC2)c1=O` gave NS3 helicase inh -6, SUMO HTRF inh 5, pCIP destab 7, PHOSPHO1 inh -2, MEKK3 PB1 HTS 94, VIM-2 inh -2.3, IMP-1 inh -3.2, IDE cell activ 2 and FID counter 3.
For O=C(Cn1cnc2c(cnn2-c2ccccc2)c1=O)NCCc1ccccc1 the results were NS3 helicase inh 6, SUMO HTRF inh -4, pCIP destab -2, PHOSPHO1 inh -2, MEKK3 PB1 HTS 107, VIM-2 inh -1.2, IMP-1 inh -3.0, IDE cell activ 6 and FID counter -6.
`CS(=O)(=O)N(CC(=O)Nc1cc(Cl)ccc1Cl)c1ccccc1Cl` gave NS3 helicase inh -5, SUMO HTRF inh 8, pCIP destab 5, PHOSPHO1 inh 8, MEKK3 PB1 HTS 98, VIM-2 inh -1.4, IMP-1 inh -2.5, IDE cell activ -2 and FID counter -13.
For O=c1cc(-c2ccccc2)nc(N2CCCCC2)[nH]1 the results were NS3 helicase inh 7, SUMO HTRF inh 2, pCIP destab 5, PHOSPHO1 inh -15, MEKK3 PB1 HTS 114, VIM-2 inh -0.1, IMP-1 inh 0.6, IDE cell activ 6 and FID counter -5.
Cn1c(COc2ccc(F)cc2)nnc1SCC(=O)NC1CC1 was read as NS3 helicase inh 0, SUMO HTRF inh 15, pCIP destab -5, PHOSPHO1 inh 41, MEKK3 PB1 HTS 104, VIM-2 inh -0.9, IMP-1 inh -2.8, IDE cell activ -5 and FID counter -1.
`COc1ccc(C(=O)NCCNC(=O)c2cnccn2)cc1OC` gave NS3 helicase inh 14, SUMO HTRF inh 2, pCIP destab -14, PHOSPHO1 inh 42, MEKK3 PB1 HTS 100, VIM-2 inh -1.5, IMP-1 inh 0.1, IDE cell activ 5 and FID counter -11.
Screening CCN(CC)C(=O)CSc1ncnc2c1cnn2Cc1ccccc1 returned NS3 helicase inh 5, SUMO HTRF inh 19, pCIP destab -4, PHOSPHO1 inh -2, MEKK3 PB1 HTS 96, VIM-2 inh -0.3, IMP-1 inh -4.7, IDE cell activ 3 and FID counter -26.
For CCc1ccc(/C([O-])=C(/C(=S)NCCN2CCOCC2)[n+]2ccccc2)cc1 the results were NS3 helicase inh -5, SUMO HTRF inh 7, pCIP destab -2, PHOSPHO1 inh 16, MEKK3 PB1 HTS 99, VIM-2 inh -0.7, IMP-1 inh -1.7, IDE cell activ 4 and FID counter -4.

Overlap with the part before: three entries, followed by the next part.
`COc1ccc(C(=O)NCCNC(=O)c2cnccn2)cc1OC` gave NS3 helicase inh 14, SUMO HTRF inh 2, pCIP destab -14, PHOSPHO1 inh 42, MEKK3 PB1 HTS 100, VIM-2 inh -1.5, IMP-1 inh 0.1, IDE cell activ 5 and FID counter -11.
Screening CCN(CC)C(=O)CSc1ncnc2c1cnn2Cc1ccccc1 returned NS3 helicase inh 5, SUMO HTRF inh 19, pCIP destab -4, PHOSPHO1 inh -2, MEKK3 PB1 HTS 96, VIM-2 inh -0.3, IMP-1 inh -4.7, IDE cell activ 3 and FID counter -26.
For CCc1ccc(/C([O-])=C(/C(=S)NCCN2CCOCC2)[n+]2ccccc2)cc1 the results were NS3 helicase inh -5, SUMO HTRF inh 7, pCIP destab -2, PHOSPHO1 inh 16, MEKK3 PB1 HTS 99, VIM-2 inh -0.7, IMP-1 inh -1.7, IDE cell activ 4 and FID counter -4.
`CCC(C)c1ccc(NC(=O)C2CCN(c3ccc(C(F)(F)F)cn3)CC2)cc1` (stereo not given) gave NS3 helicase inh 20, SUMO HTRF inh -5, pCIP destab 8, PHOSPHO1 inh -7, MEKK3 PB1 HTS 102, VIM-2 inh -3.1, IMP-1 inh -0.7, IDE cell activ -6 and FID counter -1.
O=c1c(Br)c(N2CCCC2)cnn1-c1ccccc1 was read as NS3 helicase inh 9, SUMO HTRF inh -12, pCIP destab 4, PHOSPHO1 inh -5, MEKK3 PB1 HTS 101, VIM-2 inh -1.5, IMP-1 inh -1.8, IDE cell activ 5 and FID counter -3.
`Clc1cccc(CN2CCC(Cc3ccccc3)CC2)c1` gave NS3 helicase inh -16, SUMO HTRF inh 7, pCIP destab -18, PHOSPHO1 inh 11, MEKK3 PB1 HTS 104, VIM-2 inh -2.6, IMP-1 inh -2.5, IDE cell activ -2 and FID counter 13.
For O=C(COC(=O)Cc1ccccc1F)Nc1ccc(SC(F)F)cc1 the results were NS3 helicase inh 3, SUMO HTRF inh -38, pCIP destab -16, PHOSPHO1 inh -7, MEKK3 PB1 HTS 101, VIM-2 inh -2.0, IMP-1 inh -3.5, IDE cell activ 0 and FID counter -7.
Screening Cc1cc(=O)oc2c(C)c(OC(C)C(=O)NCC3CCC(C(=O)O)CC3)ccc12 (stereo not given) returned NS3 helicase inh -13, SUMO HTRF inh 14, pCIP destab -4, PHOSPHO1 inh 23, MEKK3 PB1 HTS 98, VIM-2 inh -2.4, IMP-1 inh -4.2, IDE cell activ 1 and FID counter -9.
`O=C(N/N=C/c1c[nH]c2ccc(Br)cc12)c1ccn(Cc2ccc(Cl)cc2)n1` gave NS3 helicase inh -13, SUMO HTRF inh -23, pCIP destab 1, PHOSPHO1 inh 62*, VIM-2 inh -2.4, IMP-1 inh -2.7, IDE cell activ 1 and FID counter -5.
Screening O=C(NC1CCCC1)C(c1ccccc1)N(C(=O)c1ccno1)c1ccccc1 (stereo not given) returned NS3 helicase inh 2, SUMO HTRF inh 17, pCIP destab -2, PHOSPHO1 inh -1, MEKK3 PB1 HTS 103, VIM-2 inh -0.1, IMP-1 inh -4.3, IDE cell activ 3 and FID counter -21.
COC(=O)c1ccccc1NC(=O)COC(=O)c1ccco1 was read as NS3 helicase inh 11, SUMO HTRF inh 10, pCIP destab -16, PHOSPHO1 inh 16, MEKK3 PB1 HTS 99, VIM-2 inh 2.0, IMP-1 inh -2.3, IDE cell activ 5 and FID counter -7.
Screening COc1cc(N2Cc3ccccc3C2)ccc1C=O returned NS3 helicase inh 2, SUMO HTRF inh 13, pCIP destab 4, PHOSPHO1 inh 24, MEKK3 PB1 HTS 100, VIM-2 inh 0.8, IMP-1 inh -1.8, IDE cell activ 6 and FID counter -5.
`O=C1C(NS(=O)(=O)c2cccs2)=C(N2CCN(c3cccc(Cl)c3)CC2)C(=O)c2ccccc21` gave NS3 helicase inh 4, SUMO HTRF inh 37, pCIP destab -6, PHOSPHO1 inh 26, MEKK3 PB1 HTS 102, VIM-2 inh 1.2, IMP-1 inh -1.8, IDE cell activ 4 and FID counter 0.
Screening CCC12CN(S(=O)(=O)c3ccc(C)cc3)CC(CC)(CN(S(=O)(=O)c3ccc(C)cc3)C1)C2=O returned NS3 helicase inh 4, SUMO HTRF inh -18, pCIP destab 8, PHOSPHO1 inh -3, MEKK3 PB1 HTS 88, VIM-2 inh 0.0, IMP-1 inh -1.2, IDE cell activ -6 and FID counter -4.
For O=C(CS(=O)CC(=O)Nc1ccccc1-c1ccccc1)Nc1ccc(F)cc1 (stereo not given) the results were NS3 helicase inh -6, SUMO HTRF inh 6, pCIP destab 28, PHOSPHO1 inh 18, MEKK3 PB1 HTS 102, VIM-2 inh -2.0, IMP-1 inh -1.8, IDE cell activ 2 and FID counter -24.

Screening results deposited in PubChem by several laboratories.

An excerpt (hit frequency here may not be typical).
